High-throughput results deposited in PubChem BioAssay by Columbia University Molecular Screening Center.
E-sel TNF inh = E-selectin induction blockers in HUVEC – imaging, immunofluorescence, high content, primary screen; HUVEC TNFa-induced E-selectin immunofluorescence; inhibition, % at 2 µM; actives 0.71% (n = 120,000); AID 1246, 2008;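 active = inhibition above the batch mean plus 3 SD, and confirmed as a hit on visual image review, cut at about 43% in these data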;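 note: 0% = TNF-stimulated DMSO wells and 100% = unstimulated control wells; not every result past the cut was called active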
Starred values were filed as active, the others as inactive. Only part of the results is shown. The share of hits here may be higher or lower than overall.

SMILES	E-sel TNF inh
O=C(CCCn1c(=O)c2ccccc2n(CC(=O)N2CCN(c3ccccc3)CC2)c1=O)NCc1ccco1	-5.7
CCC(=O)c1ccc(N2CCN(C(=O)c3cccc(F)c3)CC2)c(F)c1	12.9
CC1=C(C(=O)OCc2ccc(C)cc2)C(c2ccc(O)c([N+](=O)[O-])c2)NC(=O)N1 (stereo not drawn)	-29.7
Cc1c(-n2c(O)c(C3=c4ccccc4=NC3=O)sc2=S)c(=O)n(-c2ccccc2)n1C	-28.3
O=C1OCCC1Sc1nc2ccccc2c(=O)n1-c1ccc(F)cc1 (stereo not drawn)	-8.6
Cc1ccc(C(=O)OCC(=O)N(C)C2CCS(=O)(=O)C2)cc1[N+](=O)[O-] (stereo not drawn)	-16.7
CC1=NN(c2ccccc2)C(=O)C1C(=O)c1cc([N+](=O)[O-])cc([N+](=O)[O-])c1 (stereo not drawn)	-31.4
NS(=O)(=O)c1ccc(NC(=S)NC2CC2)cc1	14.4
CC(C)(CO)CNC(=O)CCc1nnc(Cc2ccc(-c3ccccc3)cc2)o1	-28.1
COC(=O)c1sc2nc(C)nc(SCC(=O)C(C)(C)C)c2c1C	0.1
C=CCN(CC=C)CCOc1ccc(C)cc1[N+](=O)[O-]	-16.9
O=C(NCc1ccccn1)c1cccn1-c1ncc(C(F)(F)F)cc1Cl	-0.1
CCCCCC1=CCC/C1=N\NC(=O)c1ccc2c(c1)OCO2	-64.3
O=C(CN(Cc1ccccc1)C(=O)c1csnn1)NCc1ccccc1	-14.9
Cc1cc(NC(=O)CSc2nnc(-c3ccccc3)c(-c3ccccc3)n2)no1	14.2
O=C(c1ccccc1)c1ccc2nc(-c3ccco3)c(-c3ccco3)nc2c1	-44.9
O=C(Cn1cnc2cc([N+](=O)[O-])ccc2c1=O)NCc1ccc(Cl)cc1	11.9
CCc1cc2ccc(C)cc2nc1SCC(=O)Nc1c[nH]c(=O)[nH]c1=O	-10.4
O=Cc1cc(N=Nc2cccc(C(=O)O)c2)ccc1O	6.1
Cc1cc(C)nc(SCC(=O)NN=C2CCCC2)n1	-28.7
Cc1cc(NC(=O)c2cccs2)ccc1NC(=O)Cc1ccccc1	8.3
CCC(=O)NNc1nc2c(C)c(C)ccc2s1	-19.8
COc1ccc(C2c3[nH]c4ccccc4c3CCN2C(=O)c2cc3ncccn3n2)c(F)c1 (stereo not drawn)	-1.3
Cc1cnc(CN2CCc3c([nH]c4ccccc34)C2C2CCCCC2)[nH]1 (stereo not drawn)	-0.4
COc1ccc(NC(=O)c2ccc(NCC3CCCO3)c([N+](=O)[O-])c2)cc1 (stereo not drawn)	-2.3
CCc1nnc(NC(=O)CSc2nnc(Cc3cc(=O)[nH]c(=O)[nH]3)n2-c2ccc(OC)cc2)s1	21.7
Cn1c(N)c(S(=O)(=O)NCc2ccc(Cl)cc2)c(=O)n(C)c1=O	17.1
COc1ccc(C(=O)Nc2ccccc2C(=O)NC(Cc2c[nH]c3ccccc23)C(=O)O)cc1 (stereo not drawn)	-1.7
O=C(COc1ccc(F)cc1)NN1C(=O)CSC1=S	0.0
Nc1nc(-c2ccco2)nn1S(=O)(=O)c1ccc(Cl)cc1	3.2
O=S(=O)(c1ccccc1F)N1CCN(C(=S)NCc2ccccc2)CC1	5.0
O=C(Cc1c[nH]c2ccccc12)Nc1ccccc1N1CCOCC1	-25.7
O=C(Cc1ccccc1)NNC(=O)Nc1ccccc1	3.9
O=C(CS(=O)(=O)c1ccc2ccccc2c1)N1CCCCCC1	-18.6
CCOc1ccc2nc(Cl)sc2c1	-15.6
O=C(O)c1ccc(N/N=C/c2cn(-c3ccccc3)nc2-c2cccs2)cc1	-85.2
CN(Cc1ccc(OC(F)F)cc1)Cc1nc2c(Br)cc(Br)cc2c(=O)[nH]1	-12.8
CC1CCC(C(C)C)C(OCC(O)CNC(C)(C)C)C1 (stereo not drawn)	4.0
CC(C)NS(=O)(=O)c1ccc(CCC(=O)N2CCc3ccccc3C2)cc1	-31.4
OCC1CCN(Cc2nc(Cc3ccccc3Cl)no2)CC1	14.1
C(=Nc1cccc2c(N=Cc3ccco3)cccc12)c1ccco1	2.1
O=C(CSc1nccc(=O)[nH]1)c1ccco1	2.6
COc1ccccc1NC(=O)COC(=O)c1ccccc1C(=O)N1CCN(c2ccccc2)CC1	48.8
O=C(COC(=O)c1cccnc1Cl)NCc1ccco1	0.6
C=CCSc1ncc(-c2ccccc2)cn1	-18.2
CC(C)CN(C(=O)CN1CCCCCC1)c1c(N)n(CC(C)C)c(=O)[nH]c1=O	-21.5
NS(=O)(=O)c1ccc(CCNC(=O)CSc2ccsc2[N+](=O)[O-])cc1	-5.6
O=C(Cc1c(Cl)cccc1Cl)Nc1cccnc1	-9.0

Another view of 2 compounds above.
E-sel TNF inh | SMILES
14.1 | OCC1CCN(Cc2nc(Cc3ccccc3Cl)no2)CC1
2.1 | C(=Nc1cccc2c(N=Cc3ccco3)cccc12)c1ccco1

Back to the main list with the six entries that preceded the break.
SMILES	E-sel TNF inh
COc1ccccc1NC(=O)COC(=O)c1ccccc1C(=O)N1CCN(c2ccccc2)CC1	48.8
O=C(COC(=O)c1cccnc1Cl)NCc1ccco1	0.6
C=CCSc1ncc(-c2ccccc2)cn1	-18.2
CC(C)CN(C(=O)CN1CCCCCC1)c1c(N)n(CC(C)C)c(=O)[nH]c1=O	-21.5
NS(=O)(=O)c1ccc(CCNC(=O)CSc2ccsc2[N+](=O)[O-])cc1	-5.6
O=C(Cc1c(Cl)cccc1Cl)Nc1cccnc1	-9.0
Brc1cc2c(cc1/C=N/Nc1nc(N3CCCCC3)nc(N3CCCCC3)n1)OCO2	-15.8
CCn1c(SCC(=O)N(C)C2CCS(=O)(=O)C2)nnc1-c1ccccc1 (stereo not drawn)	5.3
COc1ccc(S(=O)(=O)Nc2nnc(CC(C)(C)C)s2)cc1	-24.5
CCCN(CCC)c1cc(Cl)nc(N)n1	-4.2
COc1ccc(/C=N/N=C2/CC(C)(C)Cc3n[nH]c(=O)cc32)cc1	-22.2
COc1ccc(/C=C/C=C2\NC(=S)NC2=O)cc1	-0.3
Cc1nn(C)cc1CN(C)C(=O)c1cc(COc2ccc(F)cc2F)on1	-8.7
Cc1cccc(CC2SC(N)=NC2=O)c1 (stereo not drawn)	4.3
Cc1ccc(NS(=O)(=O)c2ccc3[nH]c(=O)sc3c2)cc1	-12.9
Cc1cccc(C(=O)NNS(=O)(=O)c2ccccc2)c1O	16.7
CCN1CCN(CCOCCOc2ccccc2-c2ccccc2)CC1	22.2
COCCNC(=O)CCC(=O)NNc1nc2ccccc2c2nc(-c3ccccc3)nn12	3.8
CSc1nnc(C(C)c2ncc(C(F)(F)F)cc2Cl)n1C (stereo not drawn)	0.9
O=C1NC(=O)C2C1C(c1ccc([N+](=O)[O-])cc1)=NN2Cc1ccccc1 (stereo not drawn)	0.9
Cn1cnnc1SCC(=O)Nc1nc(-c2ccccc2)cs1	-13.7
O=C(CSc1nnc(-c2ccncc2)n1CC1CCCO1)Nc1ccccc1Cl (stereo not drawn)	-16.0
COc1ccc(/C(C)=N/NC(=O)CNC(=O)c2cccs2)cc1OC	11.4
CCCC1(C(=O)OC)NC(c2ccco2)C2C(=O)N(C)C(=O)C21 (stereo not drawn)	-13.3
COC(=O)C1=C(C)NC(=O)NC1c1ccc(-c2ccc(F)cc2)o1 (stereo not drawn)	8.8
COc1ccc(N2CCN(C(CNC(=O)C(=O)NCc3ccncc3)c3ccco3)CC2)cc1 (stereo not drawn)	-20.9
O=C(NC1CCS(=O)(=O)C1)c1cccnc1 (stereo not drawn)	6.5
Cc1nc2scc(-c3ccccc3)c2c(=O)n1N=C1C=CC(=O)C=C1	88.3*
C=CC[N+]1(CC#Cc2ccccc2)CCCC1	-30.0
CC(C)N1CCC(N2CCN(Cc3cccc4nonc34)CC2CCO)CC1 (stereo not drawn)	-15.9
CN(C)c1ccc(-c2nnn(CC(=O)Nc3ccc4c(c3)OCCO4)n2)cc1	-38.3
Cc1cc(Sc2nc(N(C)C)nc(N(C)C)n2)nc(Cl)n1	4.7
NC(N)=Nc1nc(-c2ccccc2)c2cc(F)ccc2n1	-6.1
CC(=O)Nc1cccc(-c2nc3ccc(NC(C)=O)cc3s2)c1	37.4
CCN1/C(=C/C=C/c2oc3ccc(-c4ccccc4)cc3[n+]2CC)Oc2ccc(-c3ccccc3)cc21	11.8
Cc1cc(N2CCCC2)ccc1/C=C1/C(=O)N(C)C(=S)N1C	-47.8
C=CCn1c(C(CCCC)CC(O)COCCC)n[nH]c1=S (stereo not drawn)	-32.7
O=C(CCCc1cccs1)Nc1ccc2c(c1)OCO2	-22.1
Clc1ccc(CN2CCN(/N=C/c3ccco3)CC2)cc1	-22.6
O=C(CCN1C(=O)C2C3CCC(C3)C2C1=O)Nc1ccc([N+](=O)[O-])cc1 (stereo not drawn)	-6.2
Cc1ccccc1OC(C)C(=O)NCc1cccnc1 (stereo not drawn)	9.2
O=[N+]([O-])c1cc(/C=N/N/C(=N/c2ccccn2)c2ccccn2)ccc1O	18.9
NNC(=O)C(=O)NCCCN1CCOCC1	-21.5
N#Cc1cc2c(ccc3ccccc32)oc1=O	-38.6
Cc1cc(C)c(C(=O)Cn2cnc3cc([N+](=O)[O-])ccc3c2=O)cc1C	-22.7
CCN(CC)S(=O)(=O)c1cccc(-c2n[nH]c(=S)n2Cc2ccccc2)c1	-6.8
O=C(CCN1CCOCC1)N1CCc2c([nH]c3ccccc23)C1c1cccc(Cl)c1 (stereo not drawn)	1.2
Cc1cccc(CCNC(=O)CCc2nnc(CCc3ccccc3)o2)n1	-4.1
CCn1c(=O)c(C(=O)Nc2ncccc2C)c(O)c2ccccc21	25.0
Nn1cnc2scc(-c3cccs3)c2c1=O	-32.7
c1ccc(-c2cc3c(N4CCCC4)ncnc3s2)cc1	-28.2
O=C(c1ccc([N+](=O)[O-])cc1)N(c1ccccn1)c1ccccn1	-10.4
COc1cccc(CC(NC(C)=O)C(=O)NC2CCN(c3c4c(nc5ncnn35)CCC4)CC2)c1OC (stereo not drawn)	-27.4
O=C(Nc1ccccc1)Nc1ccc(Cl)c(S(=O)(=O)N2CCOCC2)c1	42.8
COc1cc([N+](=O)[O-])ccc1NC(=O)CSc1n[nH]c(C(C)C)n1	-15.1
Cc1nc2c([N+](=O)[O-])c(C)c(C)cc2[nH]1	-2.6
COc1ccccc1CCc1nnc(CCC(=O)NC(C)Cc2cccnc2)o1 (stereo not drawn)	-8.9
COc1ccc(NC(=O)COC(=O)[C@@H](NC(=O)c2c(F)cccc2F)C(C)C)cc1	-21.9
O=C(Cc1ccc(Br)cc1)N(Cc1ccccc1)c1ccccn1	19.6
O=C(CCc1ccccc1)NN1C(=O)C2C3C=CC(O3)C2C1=O (stereo not drawn)	-38.4
Cc1ccc(Nc2c([N+](=O)[O-])c(=O)oc3ccccc23)cc1	6.6
CC(=O)c1ccc(NC(=O)COc2ccc3c(c2)OCO3)cc1	4.1
COc1cc2c3c(c1)C(C)CC(C)(C)N3C(=O)C2=O (stereo not drawn)	20.0
COc1cc(OC)cc(C(=O)OCc2ccc([N+](=O)[O-])cc2)c1	7.2
COc1cc(/C=N/Nc2ccc(C)cc2)cc(Br)c1O	-4.6
CCOC(=O)C1=C(C)NC(=NC)SC1c1ccccc1 (stereo not drawn)	6.8

Next section:
SMILES	E-sel TNF inh
CCC(=O)Nc1ccc(C(=O)NNC(=O)c2ccc([N+](=O)[O-])cc2)cc1	-14.8
O=C(CCCC(=O)NCc1ccc(F)cc1)NCc1ccc(F)cc1	-13.7
O=C(/C=C/c1ccc([N+](=O)[O-])cc1)OCc1cnc(-c2ccccc2)o1	11.1
Nc1cc(=O)[nH]c(SCC(=O)Nc2cc([N+](=O)[O-])ccc2Cl)n1	4.8
COc1cc(C=C2C(=O)OC(c3ccccc3)OC2=O)cc(Br)c1O (stereo not drawn)	14.7
C/C(CCc1ccc2c(c1)OCO2)=N\NC(=S)NC(C)C	19.8
Cc1ccc(NC(=O)CCn2cnc3ccccc3c2=O)cc1	-29.0
Cc1cccc(-n2cc(C(=O)O)c(=O)cc2C)c1	0.5
Cc1ccc(S(=O)(=O)N2CCC(C(=O)NNC(=O)C3CC3)CC2)cc1Cl	-26.2
Oc1ccc(/C=N/Nc2ccc(C(F)(F)F)cn2)cc1	15.9
CSc1ccc(/C=C/c2ccc3cccc(O)c3n2)cc1	3.7
CCCCOC(=O)c1ccc(NC(=O)C(=O)NCc2cccnc2)cc1	7.3

Copied from the list.
Result for CSc1ccc(/C=C/c2ccc3cccc(O)c3n2)cc1 in E-sel TNF inh: 3.7
Result for Cc1ccc(NC(=O)CCn2cnc3ccccc3c2=O)cc1 in E-sel TNF inh: -29.0
Result for Nc1cc(=O)[nH]c(SCC(=O)Nc2cc([N+](=O)[O-])ccc2Cl)n1 in E-sel TNF inh: 4.8
Result for Cc1cccc(-n2cc(C(=O)O)c(=O)cc2C)c1 in E-sel TNF inh: 0.5
Result for CCC(=O)Nc1ccc(C(=O)NNC(=O)c2ccc([N+](=O)[O-])cc2)cc1 in E-sel TNF inh: -14.8
Result for Cc1ccc(S(=O)(=O)N2CCC(C(=O)NNC(=O)C3CC3)CC2)cc1Cl in E-sel TNF inh: -26.2

(continued)
SMILES	E-sel TNF inh
CCc1ccc(/C=C(/C#N)C(N)=S)s1	18.9
Cc1c(Cl)c([N+](=O)[O-])nn1CCCC(=O)O	-5.4
COC(c1ccccc1)c1nnc(CCC(=O)NCCCc2ccccc2)o1 (stereo not drawn)	28.2
O=C(CNC(=O)C1CCCCC1)OCC(=O)c1ccc(Cl)s1	39.4
O=C(O)/C=C/C(=O)N1CCc2ccccc21	-26.2
O=C(CCc1ccccc1)NCc1ccccc1	13.0
Cc1cccc(NC(=S)N(Cc2ccc(Br)cc2)Cc2ccc(C(=O)O)cc2)c1	9.3
CC(=O)C1=C(C)NC(=O)CC1c1ccccc1Cl (stereo not drawn)	6.3
CCOC(=O)C1CCCN(Cc2cn(C)nc2-c2ccc3c(c2)OCCO3)C1 (stereo not drawn)	2.9
COc1ccc2c(C)cc(SC3CCOC3=O)nc2c1 (stereo not drawn)	-1.1
CCc1ccc(NS(=O)(=O)c2ccc3[nH]c(=O)[nH]c3c2)cc1	-2.4
Fc1cccc(CN2CCN(c3nc4nonc4nc3NC3CC3)CC2)c1	-25.1
CC1(C(=O)NCc2ccc(Cl)c(Cl)c2)Oc2cccnc2NC1=O (stereo not drawn)	43.5
O=C(Nc1ccc2oc(-c3cccnc3)nc2c1)c1ccc2c(c1)OCCO2	-4.6
